Rad51 HR inh: Rad51 (human) homologous recombination inhibition; AID 1385; hRad51 DNA strand exchange, fluorescence dequenching; 0.085% of 200,000 active; Q06609; inhibition, % at 10 µM;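 active = inhibition above 40% at the single screening dose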;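 note: 0% = DMSO control wells and 100% = blanks with heterologous ssDNA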
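Material: Human Rad51 nucleoprotein filaments preassembled on unlabelled ssDNA | Also added: Labelled 47-mer dsDNA for strand exchange | Dosing: Single dose, 10 µM final compound | Schedule: 30-min compound preincubation and 15-min exchange, both room temperature | Technique: Fluorescence dequenching at 485/520 nm | Measure: Percent inhibition relative to plate controls and blanks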
L929 necroptosis: L929 zVAD cell death inhibition; L929 zVAD necroptosis rescue, ATP luminescence, 24 h; with zVAD 60 µM; viability rescue, % at 10 µM; 0.38% of 220,000 active;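 active = activation, scaled between plate controls, above about 75%, limit read from the data; inactive = activation under that limit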;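 note: 0% = zVAD with DMSO and 100% = DMSO alone without zVAD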
Cl transport mod: modulates chloride dependent transport by human KCC2. AID 1456. 2.2% of 190,000 active. B-score of Tl+ flux slope (higher = more flux/activation; lower = inhibition) at 10 µM. KCC2 cells, thallium flux FluoZin-2 fluorescence. Q9H2X9;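 active = thallium flux slope and its plate-corrected score both differing from the plate sample mean at a set confidence after two filtering rounds, in either direction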;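 note: slope of fluorescence scaled to starting intensity during 10 to 20 s after thallium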
TNF death inh: blocks TNF-alpha induced death of Jurkat FADD-/- cells; activation (protection from cell death), % at 10 µM; Jurkat FADD-/- TNF necroptosis rescue, ATP luminescence, 24 h; 0 = TNF only, 100 = no-TNF cells; AID 463075; 0.068% of 220,000 active;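 active = activation, meaning protection from cell death, of at least 50% relative to plate controls; inactive = activation below 50%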;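 note: necroptosis triggered by 40 ng/mL TNF-alpha added together with compound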
FXIa inh: factor XIa (human) inhibition | 0.14% of 220,000 active | inhibition, % at 5 µM | AID 798 | purified FXIa, Boc-Glu-Ala-Arg-AMC fluorogenic substrate;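 active = inhibition of at least 40%; inactive = inhibition below 40%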;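 note: fluorescence of freed AMC excited at 355 nm; 0% = enzyme without compound and 100% = no enzyme blank; many of its hits are not listed in these tables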
Hck Nef HTS: blocks Nef-activated human Hck kinase; inhibition, % at 20 µM; AID 463187; P08631; 0.68% of 220,000 active; Recombinant Hck-YEEI plus Nef, Z-Lyte FRET kinase assay;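 active = Hck-Nef kinase inhibition above about 50%, limit read from the data; inactive = inhibition below that limit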;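 note: 0% = DMSO with Hck plus Nef and 100% = Hck alone without Nef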
FXIIa inh 1536: blocks human coagulation factor XIIa protease activity. P00748. purified FXIIa, Boc-QGR-AMC fluorogenic substrate, 2 h. inhibition, % at 5 µM. 0.3% of 220,000 active. AID 800; in the data active = inhibition above about 40%;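 note: 0% = enzyme with no compound and 100% = blank without enzyme; many of its hits are not listed in these tables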
Target sequence (P00748 20-372 limits assumed): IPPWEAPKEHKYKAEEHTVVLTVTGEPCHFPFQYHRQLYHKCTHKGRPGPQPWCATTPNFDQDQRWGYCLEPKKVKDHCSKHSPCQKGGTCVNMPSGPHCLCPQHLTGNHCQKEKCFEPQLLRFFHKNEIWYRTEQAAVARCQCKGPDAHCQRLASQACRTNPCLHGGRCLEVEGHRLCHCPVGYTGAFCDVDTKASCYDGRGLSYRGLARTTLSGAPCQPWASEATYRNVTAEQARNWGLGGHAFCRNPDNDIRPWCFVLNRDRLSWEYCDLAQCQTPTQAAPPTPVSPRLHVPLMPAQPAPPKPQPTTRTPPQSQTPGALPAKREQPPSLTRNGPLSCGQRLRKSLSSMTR
Target sequence (P00748 373-615 limits assumed): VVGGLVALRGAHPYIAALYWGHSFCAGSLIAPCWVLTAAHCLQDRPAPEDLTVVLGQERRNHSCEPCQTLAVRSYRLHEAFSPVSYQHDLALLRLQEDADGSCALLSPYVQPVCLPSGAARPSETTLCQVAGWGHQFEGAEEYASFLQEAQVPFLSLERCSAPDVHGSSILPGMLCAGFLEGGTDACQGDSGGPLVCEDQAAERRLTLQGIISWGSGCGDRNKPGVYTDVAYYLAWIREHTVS
Thrombin inh: inhibitors of human thrombin | P00734 | alpha-thrombin, Boc-VPR-AMC fluorogenic substrate cleavage | inhibition, % at 5 µM | 0.26% of 220,000 active;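 active = inhibition at or above 40%; inactive = inhibition below 40%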;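 note: 0% = enzyme with no compound and 100% = wells without enzyme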
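System: human alpha-thrombin protein; Compound dosing: one concentration per compound, 5 µM, with 0.2% DMSO; Timing: reaction at room temperature; Technique: AMC fluorescence, 355/460 nm; Controls: enzyme without compound as high, wells lacking enzyme as low.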
hK5 inh: blocks human kallikrein 5 protease activity; Q9Y337; recombinant hK5, fluorogenic AMC substrate cleavage; inhibition, % at 5 µM; 0.59% of 210,000 active;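 active = inhibition of 40% or more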;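 note: 0% = enzyme controls without compound and 100% = no-enzyme blanks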
Target sequence (Q9Y337 67-293 limits assumed): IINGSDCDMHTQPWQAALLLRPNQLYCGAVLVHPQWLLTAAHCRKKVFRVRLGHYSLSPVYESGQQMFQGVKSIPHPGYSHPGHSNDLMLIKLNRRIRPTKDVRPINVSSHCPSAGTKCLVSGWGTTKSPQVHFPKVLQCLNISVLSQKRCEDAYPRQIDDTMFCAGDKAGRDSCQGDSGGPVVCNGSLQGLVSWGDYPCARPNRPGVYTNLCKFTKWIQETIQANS
Active calls of the source: *; . = not tested or not shown. An excerpt (hit frequency here may not be typical).

SMILES | Rad51 HR inh | L929 necroptosis | Cl transport mod | TNF death inh | FXIa inh | Hck Nef HTS | FXIIa inh 1536 | Thrombin inh | hK5 inh
Cc1ccc(-n2cnnn2)cc1Cl | -3.5 | 3.9 | 0.645 | 0.8 | -3.5 | 22.4 | 9.1 | 17.0 | -0.4
Cc1cc(/C(=N/O)C(C)(C)NO)ccc1Cl | -3.1 | 0.4 | . | -0.4 | 5.2 | -2.1 | 19.3 | 2.2 | -6.0
CC(C)c1ccc(NC(=O)CNS(=O)(=O)c2ccc(F)cc2)cc1 | 2.7 | -0.6 | -0.427 | 2.2 | 2.2 | -2.4 | 9.4 | 1.8 | 4.4
O=C(Nc1ccccc1)N(CCCN1CCOCC1)Cc1ccccc1F | -7.1 | 0.4 | . | 1.3 | 7.3 | 0.4 | 17.2 | 5.0 | -15.8
Nc1n[nH]c(N)c1N=Nc1ccc(Cl)cc1Cl | 16.4 | -0.2 | -0.605 | -5.1 | -8.1 | 12.2 | 3.0 | -5.0 | -15.1
Cc1cc(C(=O)Nc2ccccc2)oc1C | -3.9 | -0.3 | 0.982 | -1.6 | 2.4 | -0.1 | 14.5 | 0.2 | 28.6
COc1ccc(NC(=O)c2ccc3c(c2)NC(=O)CO3)cc1OC | -7.6 | 0.9 | 0.622 | -2.2 | -2.9 | 23.1 | 2.8 | 8.7 | -1.8
CCOC(=O)CSc1n[nH]c(=S)s1 | -11.1 | 2.3 | -0.858 | -0.1 | 4.8 | -2.5 | 7.0 | -1.9 | -2.4
COC(=O)c1c(NC(=O)CSc2nnc(Cn3nnc4ccccc43)n2C)sc(C)c1C | -10.9 | -0.8 | -2.39 | -1.1 | -10.1 | 6.7 | -5.8 | -5.2 | -4.5
O=C(Nc1cccnc1)/C(N=Nc1cccnc1)=C(\O)c1ccccc1 | -6.2 | -0.1 | -2.83 | -3.8 | 5.3 | 3.0 | 10.8 | -8.4 | -6.3
CC(C(=O)N=Nc1c(O)[nH]c2ccccc12)n1cnc2ccccc2c1=O (stereo not drawn) | . | 0.5 | -0.328 | 0.9 | 1.2 | 4.4 | 5.1 | -4.6 | -10.5
CCOP(=O)(OCC)C(NC(=O)Nc1ccc(Cl)cc1)C(=O)N(CC)CC (stereo not drawn) | -6.8 | 1.7 | 0.213 | 2.9 | -4.8 | 0.0 | 3.8 | -7.1 | -8.0
NC(=O)C1CCN(C(=O)CCCCCn2c(=O)[nH]c3ccsc3c2=O)CC1 | -6.0 | 0.2 | 0.452 | -0.8 | 22.3 | 0.8 | 32.9 | 7.8 | 0.6
CCCn1c(/C=C/c2ccccc2)nc2ccccc21 | -0.8 | -0.2 | . | -6.6 | -1.0 | -0.7 | 1.8 | -0.9 | -31.3
O=C(NCCO)c1ccc2c3n(nc2c1)-c1ccccc1CO3 | 3.7 | -1.1 | 0.593 | -6.7 | 3.3 | 23.8 | 5.7 | 2.2 | 6.2
CC(C)(C)C1=Nn2c(nnc2-c2ccco2)SC1 | -0.1 | 0.2 | 1.56 | -0.2 | -2.1 | 1.0 | -3.5 | 4.6 | -8.7
O=C(CCn1cccc1)Nc1ccc(F)cc1 | 2.9 | -0.3 | 0.68 | 4.0 | -4.3 | 6.0 | 8.1 | -3.9 | -8.1
CCN1C(=O)c2cccc3c(NC(=O)C4CCCCC4)ccc1c23 | 0.8 | 5.4 | . | 0.4 | 4.6 | 0.9 | 0.6 | 4.0 | 5.5
COc1cccc(C(=O)NNC(=O)C(=O)N2CCCCC2)c1 | 3.4 | 17.0 | . | -1.1 | -3.7 | 16.0 | 5.6 | -3.7 | -1.7
COc1ccc(C)cc1NC(=O)c1cc2c(CO)cnc(C)c2oc1=N | -2.5 | . | -0.473 | -6.3 | -2.1 | -0.6 | -3.9 | -8.4 | -14.3
COc1c(N2CCN(C(=S)Nc3ccc(F)cc3)C(C)C2)c(F)cc2c(=O)c(C(=O)O)cn(C3CC3)c12 (stereo not drawn) | 2.8 | -0.2 | -1.05 | -1.4 | 2.7 | 1.8 | 12.0 | 0.4 | -32.4
O=C(N1CCN(c2ccc(F)cc2)CC1)C1(c2cccs2)CCOCC1 | 2.8 | -0.5 | 0.421 | 4.1 | 4.7 | -0.1 | 4.8 | -4.7 | -1.6
Cc1c(C=NCCOCc2ccccc2)cnn1C | 2.8 | 1.5 | . | -2.0 | 0.8 | 2.8 | 12.4 | -0.2 | -1.8
CCCc1cc(=O)[nH]c(SCC(=O)NCCCC(=O)OCC)n1 | -1.1 | -0.1 | 0.115 | -0.8 | 4.1 | -0.5 | 11.2 | -5.6 | -4.1
O=C(C1CCN(S(=O)(=O)c2cnc[nH]2)CC1)N1CCc2ccccc2C1 | 7.3 | -1.0 | -1.17 | 1.5 | -8.9 | -1.6 | -2.9 | -9.2 | 3.2
COc1ccc(NC(=S)NC(NC(C)=O)C(Cl)(Cl)Cl)c([N+](=O)[O-])c1 (stereo not drawn) | 0.7 | 1.4 | 0.502 | -2.6 | 14.5 | 0.6 | 4.8 | 1.4 | -3.7
COc1cc(NC(=O)C2CCCO2)c(OC)cc1NC(=O)c1ccccc1 (stereo not drawn) | 8.1 | 0.1 | -0.529 | -0.8 | -1.0 | 1.1 | 8.3 | 3.9 | -12.4
CC(C)(C)c1cc(NCc2ccccn2)n2ncc(-c3ccc(Cl)cc3)c2n1 | -18.7 | 77.3* | 0.0685 | 3.6 | -12.8 | -5.1 | -3.3 | -4.8 | -11.9
O=C(OCCCC(=O)N1CCOCC1)c1ccccc1 | -9.8 | 0.0 | -0.0187 | -2.7 | -2.9 | 2.5 | 17.5 | 5.5 | 41.7*
COc1ccc(NS(=O)(=O)c2cn(C)c(=O)n(C)c2=O)cc1 | . | 0.1 | 0.0434 | 1.0 | -1.4 | 27.5 | 9.6 | -6.3 | 0.1
O=C(CN(c1ccccn1)S(=O)(=O)c1ccc(F)cc1)Nc1ccc(F)cc1F | 1.3 | 1.4 | 0.704 | 0.1 | -4.6 | 19.3 | 2.5 | -5.2 | -0.5
Cc1cc(C)c2c(=O)[nH]c(SCC(=O)NCCc3ccccc3)nc2n1 | -5.4 | -0.2 | -1.1 | 2.1 | 7.4 | -5.9 | 14.5 | 1.8 | -4.4
COc1cc(OC)c(NC(=O)CCNS(=O)(=O)c2ccc3c(c2)oc(=O)n3C)cc1Cl | 24.6 | 3.5 | 0.252 | 2.1 | -3.1 | 15.8 | 8.2 | -5.3 | -4.3
CSc1cccc(NC(=O)c2ccc(Cl)nc2)c1 | 3.2 | 0.5 | -0.0689 | 0.3 | 2.7 | 0.8 | 11.9 | -5.0 | -0.8
COc1ccc(C(=O)N2CCN=C2SCc2cccnc2)c(OC)c1 | 10.1 | 0.4 | -1.08 | -1.4 | 0.1 | -0.9 | 8.5 | -6.7 | -1.8
CC1=CC(C)(C)N(C(=O)CSc2nnc(N)s2)c2ccccc21 | 0.6 | 0.2 | 0.416 | 2.1 | 3.6 | 0.8 | 10.8 | 1.0 | -10.5
CCCc1nc2sc3c(=O)n(N)cnc3c2c2c1COC(C)(C)C2 | -16.7 | -0.3 | -0.395 | -0.3 | -2.5 | 0.0 | 2.1 | -11.8 | 1.1
Cc1ccc(S(=O)(=O)c2cnc3cc(C)nn3c2N)cc1 | 3.5 | 2.4 | 0.634 | 3.5 | -3.7 | -12.5 | 3.1 | -4.5 | -1.3
Oc1[nH]c2ccc(Br)cc2c1N=NC(=S)NCC1CCCO1 (stereo not drawn) | 13.1 | 0.2 | 34.9* | -1.7 | -0.5 | 0.6 | -0.1 | -1.6 | -2.5
CCOc1ccc(C2CC(c3ccc(F)cc3)Nc3nc(N)nn32)cc1 (stereo not drawn) | 1.2 | -0.9 | 0.0679 | -0.2 | 3.0 | -7.4 | 12.4 | 2.1 | -0.3
Cc1cc(C(=O)CSc2nnc(-c3ccccc3)n2-c2ccccc2)c(C)n1-c1ncn[nH]1 | -10.1 | -0.2 | -0.382 | -2.6 | -2.9 | 3.5 | -2.0 | -6.2 | -15.9
COc1cccc(NC(=O)c2ccc(CN3CCOCC3)cc2)c1 | . | 3.4 | 0.339 | 0.0 | 3.0 | -0.1 | 8.2 | -0.5 | -21.7
COC(=O)c1[nH]c2c(c1C)C(=O)CC(c1cccs1)C2 (stereo not drawn) | 8.6 | -1.4 | 1.2 | -16.7 | -6.3 | 8.4 | 7.0 | -4.1 | -0.7
CCOc1ccc(C(CC(=O)O)NC(=O)CCCOc2ccc(Cl)cc2C)cc1 (stereo not drawn) | -7.2 | 1.2 | -0.546 | 0.0 | -4.2 | 14.2 | 11.8 | 3.1 | -12.1
COC(=O)C(C)NC(=O)C12CC3CC(CC(C3)C1)C2 (stereo not drawn) | . | 0.1 | -0.351 | -1.8 | 2.1 | 1.6 | 10.9 | 1.4 | 0.7
CCNc1ccc(P(=O)(c2ccccc2)c2ccccc2)cc1 | -5.3 | 0.5 | -1.06 | -1.5 | -6.5 | -5.9 | . | -9.0 | -4.6
O=C(Nc1ccc(N2CCOCC2)cc1)C1CCCCN1S(=O)(=O)c1ccccc1 (stereo not drawn) | -34.3 | 1.3 | 0.883 | 1.1 | -1.1 | 17.7 | 8.1 | -1.1 | 6.7
COc1ccc(-c2n[nH]c(C)c2-c2ccc(Cl)cc2)c(O)c1OC | 5.2 | 1.0 | -0.925 | -6.3 | -3.5 | 1.8 | 4.5 | -0.9 | -3.0
Cc1ccccc1-n1c(-c2ccoc2C)n[nH]c1=S | 2.9 | 0.5 | 0.742 | 1.3 | -6.5 | 1.0 | -1.5 | -8.2 | -17.1
CNC(=O)c1nc(C)n(-c2ccc(Cl)cc2Cl)n1 | 1.5 | 2.1 | -1.18 | -0.8 | -3.3 | 3.1 | 7.0 | 0.9 | 0.1
COc1ccc(C2=CC(c3ccc(OC)c(OC)c3)n3nnnc3N2)c(OC)c1 (stereo not drawn) | -4.2 | 2.9 | . | 0.0 | -3.7 | 5.8 | 12.7 | 3.0 | 2.0
c1ccc2c(-n3cccn3)cccc2c1 | 4.5 | 0.1 | -1.44 | -3.1 | -0.3 | -0.3 | -2.7 | -7.6 | -20.8
COc1cc(OC)cc(-c2cc(N)n(S(=O)(=O)c3cccc4nsnc34)n2)c1 | . | -1.1 | -2.3 | -0.1 | 4.4 | 28.1 | 6.2 | 0.1 | 6.1
COc1cccc(/C=C(/C(=O)OCC(=O)NCC2CCCO2)c2ccccc2)c1 (stereo not drawn) | -6.0 | 1.3 | -0.664 | -0.5 | 5.1 | 19.0 | 8.1 | 0.3 | 9.7

Profiles, quoted from the list. Order of values: Rad51 HR inh, L929 necroptosis, Cl transport mod, TNF death inh, FXIa inh, Hck Nef HTS, FXIIa inh 1536, Thrombin inh, hK5 inh
COc1cccc(/C=C(/C(=O)OCC(=O)NCC2CCCO2)c2ccccc2)c1 (stereo not drawn) in the list: -6.0, 1.3, -0.664, -0.5, 5.1, 19.0, 8.1, 0.3, 9.7
Cc1ccccc1-n1c(-c2ccoc2C)n[nH]c1=S in the list: 2.9, 0.5, 0.742, 1.3, -6.5, 1.0, -1.5, -8.2, -17.1
CNC(=O)c1nc(C)n(-c2ccc(Cl)cc2Cl)n1 in the list: 1.5, 2.1, -1.18, -0.8, -3.3, 3.1, 7.0, 0.9, 0.1
COc1cc(OC)cc(-c2cc(N)n(S(=O)(=O)c3cccc4nsnc34)n2)c1 in the list: ., -1.1, -2.3, -0.1, 4.4, 28.1, 6.2, 0.1, 6.1

Screens (PubChem)
